ELG1 repair inh: blocks ELG1-dependent DNA repair in HEK293T cells; HEK293T ELG1-luciferase reporter, luminescence, 16 h; DNA damage induced by 5-fluorouridine; Potency, µM (titrated, usually from 46.1 µM), without a hit: at the top dose activity change, negative = inhibition, actives largely listed as inhibitors; 330,000 compounds, 2.3% hits; AID 504467; note: potency is the fitted concentration of half-maximal effect; % is set by controls: 0 for no effect and ±100 for the full control effect; nearly all actives have a fitted effect of over 55% in size
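5-Fluorouridine DNA damage + compound/DMSO, 2,000 cells/well, 16 h, 37 °C/5% CO2. ONE-Glo, 30 min RT, luminescence. Readout = decrease in reporter signal.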
PTAP TSG101 blk: blocks PTAP/TSG101 interaction to inhibit HIV-1 budding. Q99816. Potency, µM (highest dose often 115 µM), without a hit: top-dose activity change, negative = inhibition, most hits filed as inhibitors. 340,000 tested, under 10 active. Fluorescence polarization, FITC-PTAP peptide / Tsg101 binding; active = well fitted inhibition curve with a large enough effect in the main read-out, with a control signal flat, not every such curve was filed as active; inconclusive = small, poorly fitted or top-dose-only effect, or effect the other way, or a change in a side signal; inactive = no such curve, though single readings can be large or run the other way; note: potency is the fitted concentration of half-maximal effect; % of control where 0% means no effect
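Tsg101 binding domain (10 uM final) was mixed with compound and a FITC-labeled PTAP peptide (50 nM final) in HEPES pH 7.5 buffer with NaCl, Tween 20, EDTA and TCEP; fluorescence polarization was read after 20 min at r.t.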
p53 reactivation: mutant p53 re-activation in reporter cells | Potency, µM (titrated, usually from 92.2 µM), without a hit: at the highest dose activity change, positive = activation, most hits filed as activators | H1299 p53-A138V BP100-luciferase reporter, luminescence, 24 h | 320,000 compounds, 0.063% hits; note: potency is the fitted concentration of half-maximal effect; % of control where 0% means no effect; nearly all actives have a fitted effect of over 45% in size
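p53-null H1299 cells stably carrying temperature-sensitive p53-A138V and a BP100-luciferase reporter were pinned with compounds (4-point, 1:5 series) and held 24 hrs at 37 deg C. Luminescence was read 10 min after detection reagent.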
TCR activator: activators of T cell receptors. Potency, µM (doses to about 9.22 µM), for the others: at the highest dose activation of IL-2 secretion, actives largely listed as activators. 330,000 tested, under 10 active. primary human leukocytes, anti-CD3, IL-2 HTRF, 48 h; note: % of control where 0% means no effect
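Compounds are tested in HTS on primary human leukocytes co-incubated with a-CD3 beads for 48 hr. IL-2 output is measured by time-resolved FRET.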
Integrin act MD: activates integrin-mediated alleviation for muscular dystrophy | alpha7betagal myoblasts, beta-gal FDG fluorescence, 48 h | Potency, µM (titrated, usually from 38.3 µM), for inactives: top-dose activation, most hits filed as activators | 350,000 compounds, 0.064% hits | AID 624291;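 note: potency is the fitted concentration of half-maximal effect; 100% = response of the positive control SU9516; nearly all actives have a fitted effect of over 60% in size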
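alpha7betagal+/- myoblasts (passage 13, 250/well) treated 48 h at 37C with compounds at 1:260 dilution of DMSO stock. Lysed, then beta-galactosidase activity read as FDG fluorescence (ex 480/em 540) after 30 min, with pre-read for autofluorescence.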
TRPV1 agonist: human TRPV1 agonism | Q8NER1 | TRPV1-expressing cells, Fluo-8 calcium influx, agonist mode | activation, % at 8.33 µM | 320,000 compounds, 0.19% hits | AID 540275; in the data active = activation above about 80%; inconclusive = between about 30% and that limit; note: 0% is about no effect
Target sequence (Q8NER1 whole entry, looked up): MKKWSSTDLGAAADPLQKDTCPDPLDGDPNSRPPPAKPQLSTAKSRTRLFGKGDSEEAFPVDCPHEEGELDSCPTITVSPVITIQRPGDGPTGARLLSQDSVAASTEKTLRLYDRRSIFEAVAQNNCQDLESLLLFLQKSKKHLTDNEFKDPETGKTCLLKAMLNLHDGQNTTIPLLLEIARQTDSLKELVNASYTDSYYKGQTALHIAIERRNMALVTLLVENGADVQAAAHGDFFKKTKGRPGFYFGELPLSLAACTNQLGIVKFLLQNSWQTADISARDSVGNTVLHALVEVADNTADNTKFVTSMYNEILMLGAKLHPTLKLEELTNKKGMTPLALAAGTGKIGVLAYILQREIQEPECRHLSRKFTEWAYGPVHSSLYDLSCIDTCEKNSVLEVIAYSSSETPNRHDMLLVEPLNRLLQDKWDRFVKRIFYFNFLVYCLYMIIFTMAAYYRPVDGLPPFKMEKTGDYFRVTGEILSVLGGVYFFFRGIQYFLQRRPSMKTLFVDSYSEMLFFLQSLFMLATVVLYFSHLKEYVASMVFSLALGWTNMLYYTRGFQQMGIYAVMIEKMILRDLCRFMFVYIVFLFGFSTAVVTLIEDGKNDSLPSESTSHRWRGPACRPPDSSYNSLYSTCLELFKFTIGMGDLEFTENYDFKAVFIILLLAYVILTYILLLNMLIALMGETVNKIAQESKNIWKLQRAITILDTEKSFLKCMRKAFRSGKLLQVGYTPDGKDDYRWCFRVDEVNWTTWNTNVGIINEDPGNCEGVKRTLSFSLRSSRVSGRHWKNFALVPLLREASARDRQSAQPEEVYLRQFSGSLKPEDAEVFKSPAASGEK
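Cells expressing TRPV1 were dye-loaded with Fluo-8 and read kinetically: 10 s baseline, 3 min after compound (agonist portion), then 2 min after EC20 capsaicin (allosteric enhancer portion). Calcium-bound dye fluorescence at 480/520 nm.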
BRCA1 expr up: activators of BRCA1 expression | MCF7-BRCA1-FFLuc reporter, luminescence, 48 h; response scale: scaled: vehicle 0%, 10 µM genistein 100% | Potency, µM (top dose mostly 46.1 µM), without a hit: at the top dose activation, hits mostly activators | 380,000 compounds, 1.1% hits | AID 624202; note: potency is the fitted concentration of half-maximal effect; nearly all actives have a fitted effect of over 80% in size; some results filed as inactive show a strong effect at the top dose
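MCF7-BRCA1-FFLuc, 2000 cells/well; 2 h attach, 37 °C/5% CO2; compound 48 h; luciferase substrate 15 min; luminescence end-point. Norm. to genistein 10 microM max activation and DMSO; concentration-response curves fitted.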
AT treatment: candidate therapy for ataxia-telangiectasia | […] A-T fibroblasts, KAP-1 phosphorylation AlphaLISA; neocarzinostatin DNA damage 30 min before lysis | Potency, µM (doses to about 57.5 µM), inactives show at the top dose activation, most hits filed as activators | 320,000 compounds, 0.19% hits | AID 485349; note: potency is the fitted concentration of half-maximal effect; % of control where 0% means no effect; nearly all actives have a fitted effect of over 45% in size
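hTERT-immortalized A-T patient fibroblasts ([…]), 500 cells/well in OPTI-MEM, 1% FBS, got compounds for 60 min, then NCS for 30 min at 37C. Lysates were then assayed for phospho-KAP-1 by AlphaLISA (anti-pKAP1 donor, anti-KAP1 acceptor beads), 6 hr at 25C.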
B2AR arrestin: beta2AR (human) beta-arrestin recruitment activity | P07550 | beta-arrestin recruitment to beta2AR, cell-based reporter | Potency, µM (highest dose often 46.1 µM), inactives show at the top dose activation, actives largely listed as activators | 330,000 compounds, 0.02% hits | AID 492947;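 note: potency is the fitted concentration of half-maximal effect; 0% = DMSO controls and full agonism = EC100 isoproterenol or metaproterenol; nearly all actives have a fitted effect of over 65% in size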
CXXC DNA block: blocks binding of human MLL CXXC domain to DNA | Potency, µM (top dose mostly 115 µM), without a hit: top-dose activity change, negative = inhibition, usual class: inhibitors | MLL-CXXC / FITC-HOXA9 DNA fluorescence polarization | 290,000 compounds, 0.037% hits; active = well fitted inhibition curve with a large enough effect in the polarisation, with a control signal flat, not every such curve was filed as active; inconclusive = small, poorly fitted or top-dose-only effect, or effect the other way, or a change in a side signal; inactive = no such curve, though single readings can be large or run the other way; the % refers to the polarisation; note: potency is the fitted concentration of half-maximal effect
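Purified MLL-CXXC (added from a 7 uM solution) was preincubated 5 min at ambient with pinned compounds in 50 mM Tris-HCl pH 7.5, 50 mM NaCl, 1 mM DTT, 0.05% BSA. Fluorescein-labeled HOX-A9 DNA (50 nM solution) followed, 30 min, then polarization read.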
* = called active by the depositor; u = inconclusive; x = not tested or not shown; [ ] = remark or other dose. Unless noted, calls come from the whole dose curve; as a rule, active = well fitted curve in the direction sought with a large enough effect; inconclusive = small, poorly fitted or top-dose-only effect, or another doubt; inactive = no such curve, though single readings can be large; an effect the other way counts as inactive or inconclusive.

SMILES | ELG1 repair inh | PTAP TSG101 blk | p53 reactivation | TCR activator | Integrin act MD | TRPV1 agonist | BRCA1 expr up | AT treatment | B2AR arrestin | CXXC DNA block
Cc1nc(-c2nc(CC(=O)NNC(=O)c3ccc(Cl)cc3)cs2)cs1 | 20% | 0% | -3% | 6% | 20% | -3 | 1% | -14% | 0.2% | -9%
O=c1c2c(nc3cc(-c4ccc(Br)cc4)[nH]n13)CCCC2 | -13% | -2% | -1% | -21% | u | 6 | u | 1% | 0.1% | -1%
CCOC(=O)C1(Cc2ccccc2C(F)(F)F)CCN(CC2CC2)CC1 | 8% | -4% | -5% | -6% | -16% | 9 | 0% | -1%[11.5 µM] | 0.2% | -10%
Cc1ccc(OC(=S)Nc2ccccc2)c(C)c1 | 3% | -2% | 10% | -2%[46.1 µM] | 9% | 2 | 15% | 0% | 0.3% | -8%
O=C(O)c1cccc(S(=O)(=O)N2CC=C(c3ccccc3)CC2)c1 | 11% | -1% | 0% | -2% | -4% | 3 | -14% | 12% | -1.5% | x
COc1ccccc1NC(=O)CSc1nnc(C)n1Cc1ccccc1 | 9% | -7% | 8% | -10% | 6% | 1 | 5% | 2% | -0.2% | 18%
O=C(NCC1CCC(C(=O)O)CC1)OCc1ccccc1 (centres undefined) | -24% | 0% | -3% | -7% | -7% | -6 | -9% | 0% | -0.3% | 1%
Cc1ccc(NC(=O)CCNC(=O)c2ccccc2Cl)nc1 | 14% | -5% | 6% | -2% | 3% | 2 | -6% | -15% | -0.7% | 46%[activator]
COc1ccc(C2c3c(noc3C)CC(C)(O)C2C(C)=O)cc1 (centres undefined) | 0% | -8% | -2% | 1% | 8% | 1 | 9% | 12% | -0.5% | 0%
Cc1cc(-c2n[nH]c(=S)n2/N=C/c2ccc(C)o2)n[nH]1 | -10% | -6% | 0% | 6% | -20% | 1 | 3% | 0% | -0.8% | -3%
COc1ccc2cc(C(=O)/C=C/c3cc(OC)c(OC)c(OC)c3)ccc2c1 | -16% | 1% | -28% | -5% | -44%[inhibitor] | -2 | -28% | 7% | -0.1% | 3%
CN(C)c1ccc(/C=C/c2nc3ccccc3c(=O)[nH]2)cc1 | u | 8% | 38% | -7% | 0% | 14 | u | 2% | -0.6% | 52%[activator]
CCc1cccc2c1NC(=O)C2(O)N1CCCC(C)C1 (centres undefined) | 22% | 0% | x | x | 5% | 15 | 47% | -5% | -1.2% | -11%
COc1ccccc1NS(=O)(=O)c1cccc(N2CC(O)=C(c3ccccc3)C2=N)c1 | 7% | -3% | 4% | 1%[46.1 µM] | -5% | 0 | -17% | 11% | -1.8% | 5%
COc1ccc(C2C([N+](=O)[O-])=C(C)N(C)C(=O)N2C)cc1OC (centres undefined) | u | -1% | u | -5% | -58%[inhibitor] | -2 | -18% | -1% | 0.1% | 5%
CCOc1ccc(-n2c(N)c(-c3nc4ccccc4[nH]3)sc2=S)cc1 | -3% | -6% | 3% | -6% | 2% | 1 | -21% | 18% | -0.2% | -3%
Cc1ccc(Nc2nnc(SCC(O)=C(C#N)c3nc4ccccc4[nH]3)s2)c(C)c1 | x | 0% | x | 8% | -3% | x | -64% | x | x | x
COc1ccc2[nH]c(O)c(N=O)c2c1 | 0% | 6% | -4% | 1%[46.1 µM] | 7% | -8 | -17% | 1% | 0.2% | 16%
O=C(Cn1ncc2c3ccccc3n(Cc3ccccc3)c2c1=O)N1CCN(c2ncccn2)CC1 | u | -12% | -1% | -1% | -32% | -1 | -41% | 9% | -1.2% | 21%
COCCN(C(=O)COC(=O)C(c1ccccc1)c1ccccc1)c1c(N)n(Cc2ccccc2)c(=O)[nH]c1=O | -4% | 0% | 5% | 6% | -6% | -3 | -1% | 12% | -0.2% | x
CC1CCCC(NC(=O)Cn2cc(C(F)(F)F)cc(Cl)c2=O)C1C (centres undefined) | 6% | -4% | 13% | x | -3% | 4 | 3% | -7% | -0.2% | x
Cc1ccc(C)c(NC(=S)N2CCC(NC(=O)c3cccc(F)c3)CC2)c1 | 2% | -9% | 6% | 6% | 20% | 3 | -4% | -3% | 0.3% | 1%
Cc1cc(C)c(C#N)c(N2CCN(S(=O)(=O)Cc3ccccc3)CC2)n1 | u | 0% | 5% | 6% | u | 3 | 4% | -1% | -0.1% | u
COc1ccc(NC(=O)Cn2c(=O)n(-c3ccccc3)c(=O)c3oc4ccccc4c32)c(OC)c1 | u | -4% | -6% | -4%[46.1 µM] | 8% | -1 | -3% | -2% | -0.2% | -2%
CCOc1ccc(NC(=O)CN(C)C(=O)c2ccc3nc(CC)c(CC)nc3c2)cc1OCC | -28% | -2% | -2% | -2% | -10% | 0 | 1% | 2% | -0.2% | x
CN(C)C(=O)CCc1ccc2c3c([nH]c2c1)[C@]1(CCc2ccccc2)[C@@H](C(=O)N2CCCCC2)C[C@H](CC(=O)NC(C)(C)C)C(=O)N1CC3 | -14% | -9% | 7% | -1%[46.1 µM] | 18% | x | -9% | 10% | -0.1% | x
CC1CCCC(NC(=O)COC(=O)/C=C/c2ccc(F)cc2)C1C (centres undefined) | u | 1% | -1% | -6% | -7% | x | -16% | 14% | 0.4% | x
Cn1c(=O)cc(OCCCC(=O)NCc2cccnc2)c2ccccc21 | u | 1% | 2% | 1% | 10% | -6 | -45% | 2% | 0.0% | -1%
COc1cccc(CN2CC(C(=O)N3CCCC3)CCC2=O)c1 (centres undefined) | 19% | 0% | -1% | 1% | -21% | 0 | 3% | -4% | 0.1% | 24%
CC(=O)OCC1OC(OC2C[C@]3(C)C(CC(O)C4C([C@](C)(CCC=C(C)C)OC5OC(CO)C(O)C(O)C5O)CC[C@]43C)[C@@]3(C)CCC(O)C(C)(C)C23)C(O[C@@H]2OC(C)C(O)C(O)C2O)C(O)C1O (some centres undefined) | 14% | -5% | -2% | 0% | 10% | x | 0% | 17% | -0.3% | x
CCOC(=O)N1CCc2c(sc3c2c(=O)n(Cc2ccccc2)c(=O)n3Cc2ccccc2F)C1 | -2% | -7% | 8% | -2% | 6% | -5 | -21% | 4% | 0.4% | 3%
COc1cccc2c(C)nc(Nc3nc(CSc4nnc(C)s4)cc(=O)[nH]3)nc12 | u | -4% | 0% | 2% | -64%[inhibitor] | x | -79% | -14% | -0.3% | 37%[activator]
O=C(OCc1nnc(-c2ccccc2)o1)c1cc(S(=O)(=O)N2CCOCC2)ccc1F | u | 2% | 4% | -9% | 9% | 10 | 27% | -2% | -1.1% | x
N#Cc1cccc(OCC(=O)NC(=O)NCc2ccccc2)c1 | 4% | 1% | -4% | -5% | 11% | -3 | 4% | 1% | 0.3% | 2%
Cc1ccc(/C=N/NC(=O)Cn2cnc3ccccc32)o1 | -11% | 0% | 3% | x | 22% | 9 | 3% | 5% | -0.2% | -2%
Cc1cccc(OCCCC(=O)Nc2ccc(Br)cc2)c1 | -13% | -3% | 1% | -7% | 23% | u | -36% | 4% | -0.2% | 1%
O=C(CSc1nnc(Cc2ccccc2)n1-c1cccc(Cl)c1)NNC(=O)Cc1ccccc1 | 1% | -3% | -4% | -1%[46.1 µM] | 31% | -2 | -25% | -1% | -0.1% | 0%
O=C(O)C1C2CCC(C2)C1C(=O)N1CCCC1 (centres undefined) | 0% | -4% | x | -6% | 9% | 4 | 18% | -2% | -0.4% | -2%
Cc1ccc(C)c(Sc2ccc(S(=O)(=O)Nc3ccc(C(=O)O)cc3)cc2)c1 | 5% | -2% | 3% | x | 2% | 2 | 2% | 1% | 0.0% | x
CN(C(=O)COC(=O)c1ccccc1Nc1ccccc1)c1c(N)n(Cc2ccccc2)c(=O)[nH]c1=O | -26% | -1% | -13% | -2% | -32%[inhibitor] | 2 | -36% | -3% | 0.0% | x
CCN1CCN(c2ccc(N=Cc3ccccc3O)cc2)CC1 | -14% | -1% | -2% | 7% | 0% | 0 | -11% | 1% | 0.4% | -1%
COCCN(C(=O)COC(=O)CCc1ccccc1OC)c1c(N)n(Cc2ccccc2)c(=O)[nH]c1=O | 19% | -1% | 5% | 1% | -20% | 0 | -16% | 2% | -0.1% | x
Cc1nc2ccc(NC(=O)c3ccc(=O)[nH]c3)cc2s1 | u | -3% | -2% | -7% | -7% | -1 | -25% | -3% | -0.2% | -6%
O=C(O)CNS(=O)(=O)c1ccc2c(c1)CCCC2 | -4% | 0% | -1% | 3% | 10% | 1 | -13% | 2% | 0.1% | -5%
